FAK blocker: FAK kinase inhibitors, primary screen, biochemical | hit rate 0.84% among 97,000 | Focal adhesion kinase 1 (Homo sapiens), Q05397 | inhibition, %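 (tested at 7 µM)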 | biochemical FAK kinase activity assay; in the data active means inhibition above about 19%;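 further: 0% = DMSO and 100% = reference compound high control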
PostGolgi ctrl: growth inhibition of yeast control strain, primary screen, counter-screen for post-Golgi transport modulator project; efflux-deficient yeast background strain, growth absorbance A615, 16 h; inhibition, % at 10 µM; hit rate 5% among 98,000
EphB4 ephrin blk: EphB4-ephrin-B2 interaction antagonists, primary screen, biochemical, TNYL-RAW peptide probe, fluorescence polarization; Ephrin type-B receptor 4 (Homo sapiens), P54760; EphB4 LBD / TNYL-RAW-Alexa532 peptide; inhibition, % at 7 µM; hit rate 0.15% among 97,000;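 active means inhibition above the screen-wide mean inhibition plus 3 SD, cut at about 15% in these data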;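 further: 0% = DMSO wells and 100% = excess unlabeled TNYL-RAW peptide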
Target sequence (P54760 whole entry, looked up, the tested form may be a part): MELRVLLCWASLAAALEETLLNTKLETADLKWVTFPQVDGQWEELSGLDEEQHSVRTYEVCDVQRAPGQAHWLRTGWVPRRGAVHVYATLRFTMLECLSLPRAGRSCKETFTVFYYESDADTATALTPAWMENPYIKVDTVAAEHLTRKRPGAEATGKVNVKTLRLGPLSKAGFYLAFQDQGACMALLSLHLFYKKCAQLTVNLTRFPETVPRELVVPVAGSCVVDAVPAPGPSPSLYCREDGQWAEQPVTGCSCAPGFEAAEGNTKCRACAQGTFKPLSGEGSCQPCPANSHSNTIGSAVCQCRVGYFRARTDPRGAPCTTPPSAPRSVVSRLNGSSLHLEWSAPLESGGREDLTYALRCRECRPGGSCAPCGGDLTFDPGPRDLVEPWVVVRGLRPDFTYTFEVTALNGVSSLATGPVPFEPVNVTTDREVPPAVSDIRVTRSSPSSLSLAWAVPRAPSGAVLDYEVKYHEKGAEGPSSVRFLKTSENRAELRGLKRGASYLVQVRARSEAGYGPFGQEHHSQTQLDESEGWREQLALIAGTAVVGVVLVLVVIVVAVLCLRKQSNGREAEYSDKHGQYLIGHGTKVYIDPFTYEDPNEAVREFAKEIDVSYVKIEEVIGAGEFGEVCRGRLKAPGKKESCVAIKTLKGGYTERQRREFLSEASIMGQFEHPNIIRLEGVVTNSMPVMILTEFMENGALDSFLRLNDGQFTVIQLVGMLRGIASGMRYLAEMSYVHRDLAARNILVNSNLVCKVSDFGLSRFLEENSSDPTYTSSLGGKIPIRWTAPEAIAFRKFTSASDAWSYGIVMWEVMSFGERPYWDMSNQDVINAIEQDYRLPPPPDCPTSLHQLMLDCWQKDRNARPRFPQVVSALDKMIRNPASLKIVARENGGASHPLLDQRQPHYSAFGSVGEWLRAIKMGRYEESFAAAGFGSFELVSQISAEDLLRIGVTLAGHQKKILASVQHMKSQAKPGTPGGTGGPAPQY
S1P2 antag: human S1P2 receptor antagonists, primary screen, cell-based. cell-based S1P2 antagonist assay, inhibition at 5 uM. inhibition, % at 5 µM. Sphingosine 1-phosphate receptor 2 (Homo sapiens), O95136. hit rate 0.21% among 97,000; in the data active means inhibition above about 45%;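 further: CRE beta-lactamase reporter cells expressing human S1P2 stimulated with S1P; 0% = agonist at EC80 alone and 100% = agonist plus reference antagonist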
LYP inh 2: PTPN22 phosphatase inhibitors, primary screen, biochemical, DiFMUP fluorescence, 2 µM. inhibition, % at 2 µM. hit rate 0.21% among 96,000. AID 640, 2007. recombinant LYP catalytic domain;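 active means inhibition at 2 µM at or above a set limit, the screen mean plus 3 SD, cut at about 24% in these data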;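 further: 0% = DMSO with enzyme and 100% = enzyme fully blocked by orthovanadate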
S1P2 ag: S1P2 receptor agonists, primary screen, cell-based | S1P2-expressing cell line, agonist reporter read-out | Sphingosine 1-phosphate receptor 2 (Homo sapiens), O95136 | activation, % at 4.5 µM | hit rate 0.46% among 97,000; in the data active means activation above about 16%;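 further: 0% = vehicle low control and 100% = maximal reference agonist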
LYP act: LYP phosphatase activators, primary screen, biochemical, DiFMUP fluorescence, 2 µM. Tyrosine-protein phosphatase non-receptor type 22 (Homo sapiens), Q9Y2R2. recombinant LYP; 0 = plate median, 100 = signal doubled. activation, % at 2 µM. hit rate 0.11% among 96,000;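 active means activation at 2 µM above a set limit, the mean plus 5 SD, cut at about 37% in these data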
Rev-RRE block: HIV-1 Rev-RRE binding inhibitors, primary screen, biochemical, FRET, protein-RNA interaction | AID 704, 2007 | hit rate 0.79% among 97,000 | P05866 | Rev peptide-RRE RNA binding | inhibition, % at 8 µM;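 active means inhibition above the screen-wide mean plus 3 SD, cut at about 35% in these data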;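 further: 0% = median DMSO wells and 100% = median Neomycin B control wells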
Target sequence (P05866 whole entry, looked up): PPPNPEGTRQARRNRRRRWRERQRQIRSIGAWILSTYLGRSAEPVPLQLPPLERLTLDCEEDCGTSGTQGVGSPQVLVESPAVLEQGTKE
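Test system: labelled RRE RNA duplex and labelled Rev peptide. Times: 5 min compound–RNA preincubation, then 15 min with peptide, 25 °C. Doses: single-dose 8 µM. Measured by: FRET, excitation 480 nm, emission 540 nm donor and 671 nm acceptor. Measure: % inhibition of FRET ratio versus controls.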
PostGolgi yeast: phenotypic screen on post-Golgi transport, primary screen | AID 739, 2007 | post-Golgi transport phenotypic cell assay | hit rate 0.9% among 98,000 | inhibition, % at 10 µM;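 further: yeast cells grown in 1536-well plates; yeast grown about 18 h at 30C before absorbance read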
* marks the source's active call; other numbers are inactive results. Unless noted, no stated cut-off is given here; in the data, active means inhibition above about 30%; inactive means the rest.

Clc1ccc2nc(C3CCN(Cc4nnnn4C4CCCCC4)CC3)[nH]c2c1 was read as FAK blocker 2, EphB4 ephrin blk 1, S1P2 antag -10, LYP inh 2 -2, S1P2 ag -1, LYP act 2 and Rev-RRE block 16.
Screening Cc1ccc2[nH]c(C)c(/C=N/Nc3nc4ccccc4s3)c2c1 returned FAK blocker 2, PostGolgi ctrl 69*, EphB4 ephrin blk 5, S1P2 antag 8, LYP inh 2 -10, S1P2 ag -10, LYP act 14, Rev-RRE block 4 and PostGolgi yeast 49*.
Screening O=C1CC(c2cccs2)Sc2nc3ccccc3n21 (stereo not drawn) returned FAK blocker 2, PostGolgi ctrl 3, EphB4 ephrin blk 1, S1P2 antag 1, LYP inh 2 3, S1P2 ag -4, LYP act -6, Rev-RRE block 5 and PostGolgi yeast -8.
O=[n+]1c2c(n([O-])c3cc(Cl)ccc31)CCCC2 was read as FAK blocker -2, PostGolgi ctrl 0, EphB4 ephrin blk -8, S1P2 antag 0, LYP inh 2 -1, S1P2 ag -4, LYP act 7, Rev-RRE block 0 and PostGolgi yeast 8.
COC(=O)c1c[nH]n2c(=O)cc(C)nc12 was read as FAK blocker 4, PostGolgi ctrl -6, EphB4 ephrin blk 7, S1P2 antag 6, LYP inh 2 2, S1P2 ag -2, LYP act -4, Rev-RRE block 10 and PostGolgi yeast -13.
O=C(CCn1c(=O)[nH]c2ccccc2c1=O)NCCCN1CCN(c2cccc(Cl)c2)CC1 was read as FAK blocker -2, PostGolgi ctrl 2, EphB4 ephrin blk -8, S1P2 antag 16, LYP inh 2 2, S1P2 ag -4, LYP act -3, Rev-RRE block 9 and PostGolgi yeast 0.
`Cc1ccc(NC(=O)CS(=O)CC(=O)N(c2ccc(C)cc2)C(C)C(=O)NC2CCCCC2)cc1` (stereo not drawn) gave FAK blocker 2, EphB4 ephrin blk -7, S1P2 antag 2, LYP inh 2 -7, S1P2 ag -2, LYP act 7 and Rev-RRE block 0.
`Cc1nc2ccccn2c1C(=O)N/N=C/c1ccccc1[N+](=O)[O-]` gave FAK blocker 0, PostGolgi ctrl -11, EphB4 ephrin blk 5, S1P2 antag -14, LYP inh 2 2, S1P2 ag -9, LYP act 0, Rev-RRE block 6 and PostGolgi yeast 5.
Cc1nc2ccc(NC(=S)NC(C)C)cc2nc1C was read as FAK blocker -1, PostGolgi ctrl -5, EphB4 ephrin blk 2, S1P2 antag 0, LYP inh 2 -4, S1P2 ag 1, LYP act 10, Rev-RRE block 6 and PostGolgi yeast 1.
Cn1c(SC2=CS(=O)(=O)c3ccccc32)nc2ccccc21 was read as FAK blocker 2, PostGolgi ctrl 8, EphB4 ephrin blk -1, S1P2 antag 62*, LYP inh 2 -2, S1P2 ag -8, LYP act 2, Rev-RRE block 7 and PostGolgi yeast -2.
Screening CC(C)CC(=O)N1CCC(N2CCN(c3ccccc3)CC2)CC1 returned FAK blocker -4, PostGolgi ctrl 7, EphB4 ephrin blk 3, S1P2 antag 5, LYP inh 2 -4, S1P2 ag -3, LYP act 7, Rev-RRE block -2 and PostGolgi yeast 3.
Screening O=C(NCc1ccco1)c1ccc(CS(=O)(=O)Cc2ccc(Cl)cc2)o1 returned FAK blocker 2, PostGolgi ctrl -1, EphB4 ephrin blk 3, S1P2 antag 23, LYP inh 2 -1, S1P2 ag -8, LYP act -2, Rev-RRE block 4 and PostGolgi yeast -2.
Screening CC(CCCC(C)(C)O)NCCO (stereo not drawn) returned FAK blocker -1, EphB4 ephrin blk -7, S1P2 antag 13, LYP inh 2 3, S1P2 ag -5, LYP act -6 and Rev-RRE block 0.
For COCCCn1c(SCC(=O)NCc2ccccc2)nc2ccccc2c1=O the results were FAK blocker 1, EphB4 ephrin blk 3, S1P2 antag 9, LYP inh 2 -8, S1P2 ag -5, LYP act 2 and Rev-RRE block 0.
For COc1cc(NC(=O)Cc2ccccc2)ccc1NC(=O)c1ccco1 the results were FAK blocker 2, PostGolgi ctrl 3, EphB4 ephrin blk 2, S1P2 antag 13, LYP inh 2 -1, S1P2 ag -11, LYP act 0, Rev-RRE block 7 and PostGolgi yeast -13.
Nc1nc(CSc2nc3ccccc3[nH]2)nc(N2CCOCC2)n1 was read as FAK blocker 0, PostGolgi ctrl 8, EphB4 ephrin blk 5, S1P2 antag -42, LYP inh 2 -2, S1P2 ag 6, LYP act -2, Rev-RRE block 9 and PostGolgi yeast 3.
Screening COC(=O)COc1ccc(S(=O)(=O)Nc2ccc(NC(C)=O)cc2)cc1C returned FAK blocker -3, PostGolgi ctrl 5, EphB4 ephrin blk 0, S1P2 antag -7, LYP inh 2 8, S1P2 ag -4, LYP act -11, Rev-RRE block 3 and PostGolgi yeast -2.
Screening Cn1c(SCc2nn[nH]n2)nc2c1c(=O)n(Cc1ccccc1Cl)c(=O)n2C returned FAK blocker -4, PostGolgi ctrl -1, EphB4 ephrin blk -1, S1P2 antag 24, LYP inh 2 -2, S1P2 ag -3, LYP act 4, Rev-RRE block 3 and PostGolgi yeast -3.
`COc1ccc(CSc2nc(CSC)cc(N3CCOCC3)n2)cc1` gave FAK blocker -1, PostGolgi ctrl 16, EphB4 ephrin blk -5, S1P2 antag -34, LYP inh 2 2, S1P2 ag -2, LYP act -6, Rev-RRE block 10 and PostGolgi yeast 10.
For COc1cccc(Oc2nnnn2-c2ccccc2)c1 the results were FAK blocker -1, PostGolgi ctrl 11, EphB4 ephrin blk -8, S1P2 antag -18, LYP inh 2 2, S1P2 ag -2, LYP act -1, Rev-RRE block -3 and PostGolgi yeast 4.
Screening Cc1cc(=O)n(CC(C)C)c(O)c1C#N returned FAK blocker 5, PostGolgi ctrl 5, EphB4 ephrin blk 17*, S1P2 antag 12, LYP inh 2 3, S1P2 ag -4, LYP act -5, Rev-RRE block 12 and PostGolgi yeast -4.
`CC(=O)Nc1nc(=O)c2ccccc2s1` gave FAK blocker -3, PostGolgi ctrl 6, EphB4 ephrin blk -3, S1P2 antag 18, LYP inh 2 -1, S1P2 ag -9, LYP act -1, Rev-RRE block -1 and PostGolgi yeast -5.
Screening Cn1c(SCC(=O)Nc2cccc(F)c2)nnc1-c1cc2ccccc2o1 returned FAK blocker -11, PostGolgi ctrl 1, EphB4 ephrin blk -6, S1P2 antag -6, LYP inh 2 -4, S1P2 ag -6, LYP act 3, Rev-RRE block 1 and PostGolgi yeast -5.
`Oc1ccc(F)cc1-c1cc(-c2ccc3c(c2)OCCO3)n[nH]1` gave FAK blocker 2, PostGolgi ctrl 4, EphB4 ephrin blk -1, S1P2 antag -5, LYP inh 2 3, S1P2 ag -7, LYP act -2, Rev-RRE block 7 and PostGolgi yeast -4.
Screening COC(=O)c1cnc(SC)nc1C returned FAK blocker -3, PostGolgi ctrl 0, EphB4 ephrin blk -1, S1P2 antag 18, LYP inh 2 3, S1P2 ag -7, LYP act 0, Rev-RRE block 3 and PostGolgi yeast -8.
For COCCn1c(COc2ccc(Cl)cc2)nnc1SCC(N)=O the results were FAK blocker -3, PostGolgi ctrl -5, EphB4 ephrin blk 12, S1P2 antag 14, LYP inh 2 1, S1P2 ag -6, LYP act -3, Rev-RRE block 3 and PostGolgi yeast 0.
For COc1ccccc1NC(=O)Oc1ccc(NC(=O)c2ccco2)cc1 the results were FAK blocker -2, PostGolgi ctrl -2, EphB4 ephrin blk 1, S1P2 antag 5, LYP inh 2 0, S1P2 ag -5, LYP act -3, Rev-RRE block -2 and PostGolgi yeast 5.
For O=C(CSCc1ccccc1)N1CCN(Cc2ccc3c(c2)OCO3)CC1 the results were FAK blocker -1, EphB4 ephrin blk 4, S1P2 antag -5, LYP inh 2 -1, S1P2 ag -2, LYP act 2 and Rev-RRE block 6.
`O=C(Cn1nnc(-c2ccccc2)n1)N=Nc1c(O)[nH]c2ccccc12` gave FAK blocker -1, PostGolgi ctrl -2, EphB4 ephrin blk 8, S1P2 antag 14, LYP inh 2 -8, S1P2 ag -4, LYP act 9, Rev-RRE block 5 and PostGolgi yeast 5.
For CCOC(=O)C1=NOC(CNC(=O)c2c(-c3ccccc3Cl)noc2C)C1 (stereo not drawn) the results were FAK blocker -6, PostGolgi ctrl 6, EphB4 ephrin blk 14, S1P2 antag -8, LYP inh 2 11, S1P2 ag -6, LYP act -8, Rev-RRE block 8 and PostGolgi yeast 27.
Screening Cc1cc(C)c(C#N)c(SCc2[nH]nc3c2C(c2ccc(F)cc2)C(C#N)=C(N)O3)n1 (stereo not drawn) returned FAK blocker 3, EphB4 ephrin blk 7, S1P2 antag 1, LYP inh 2 0, S1P2 ag -2, LYP act 0 and Rev-RRE block 12.
`O=C(CS(=O)(=O)Cc1ccccc1)Nc1ccc(S(=O)(=O)N2CCCCCC2)cc1` gave FAK blocker 3, PostGolgi ctrl 0, EphB4 ephrin blk -1, S1P2 antag 10, LYP inh 2 11, S1P2 ag -6, LYP act -7, Rev-RRE block 15 and PostGolgi yeast -5.
For CCCNC(=O)N[C@@H](CCSC)C(=O)OC the results were FAK blocker 0, PostGolgi ctrl -11, EphB4 ephrin blk -1, S1P2 antag -18, LYP inh 2 -11, S1P2 ag -6, LYP act 11, Rev-RRE block 5 and PostGolgi yeast 6.
Screening CCCCCCCCCS(=O)(=O)N/N=C/c1cccc([N+](=O)[O-])c1 returned FAK blocker 3, PostGolgi ctrl 15, EphB4 ephrin blk -4, S1P2 antag -20, LYP inh 2 -9, S1P2 ag -9, LYP act 6, Rev-RRE block 3 and PostGolgi yeast 2.
Screening CCOC(=O)c1sc(Nc2cccc(C)c2C)nc1C returned FAK blocker 12, PostGolgi ctrl 9, EphB4 ephrin blk 1, S1P2 antag -15, LYP inh 2 2, S1P2 ag -5, LYP act 1, Rev-RRE block 13 and PostGolgi yeast -12.
`Cc1nc2ccc(NC(=O)N(C(C)C)C(C)C)cc2s1` gave FAK blocker -2, PostGolgi ctrl 2, EphB4 ephrin blk 2, S1P2 antag -2, LYP inh 2 14, S1P2 ag -1, LYP act -12, Rev-RRE block 8 and PostGolgi yeast 7.
`Cc1ccc(C)c(-c2cc(C(=O)Nc3nccs3)c3ccccc3n2)c1` gave FAK blocker -2, PostGolgi ctrl 17, EphB4 ephrin blk 5, S1P2 antag -3, LYP inh 2 5, S1P2 ag 0, LYP act -5, Rev-RRE block 8 and PostGolgi yeast 19.
For COc1ccc2nc(SCC(=O)O)nc(C)c2c1 the results were FAK blocker -1, PostGolgi ctrl -7, EphB4 ephrin blk -2, S1P2 antag -17, LYP inh 2 -7, S1P2 ag -5, LYP act 3, Rev-RRE block 8 and PostGolgi yeast 4.

Of the compounds above, 3 have fluorine.
Screening Cn1c(SCC(=O)Nc2cccc(F)c2)nnc1-c1cc2ccccc2o1 returned FAK blocker -11, PostGolgi ctrl 1, EphB4 ephrin blk -6, S1P2 antag -6, LYP inh 2 -4, S1P2 ag -6, LYP act 3, Rev-RRE block 1 and PostGolgi yeast -5.
`Oc1ccc(F)cc1-c1cc(-c2ccc3c(c2)OCCO3)n[nH]1` gave FAK blocker 2, PostGolgi ctrl 4, EphB4 ephrin blk -1, S1P2 antag -5, LYP inh 2 3, S1P2 ag -7, LYP act -2, Rev-RRE block 7 and PostGolgi yeast -4.
Screening Cc1cc(C)c(C#N)c(SCc2[nH]nc3c2C(c2ccc(F)cc2)C(C#N)=C(N)O3)n1 (stereo not drawn) returned FAK blocker 3, EphB4 ephrin blk 7, S1P2 antag 1, LYP inh 2 0, S1P2 ag -2, LYP act 0 and Rev-RRE block 12.

Source: PubChem (several laboratories)
